Screening results as filed in PubChem BioAssay.
GAA glycogen mod – alters human alpha-glucosidase cleavage of glycogen | P10253 | recombinant GAA, glycogen substrate, Amplex Red glucose oxidase fluorescence | Potency, µM (series often up to 76.4 µM), inactives show at the top dose activity change, negative = inhibition, usual class: inhibitors | 300,000 tested, 0.38% active;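 further: 0% = full enzyme reaction and -100% = no-enzyme basal signal; the screen sought inhibitors and activators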
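Natural-substrate format: glycogen cleavage by 4 nM human enzyme, glucose read by Amplex Red coupling (Ex 573, Em 610 nm). Normalized to enzyme and no-enzyme controls.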
aGlu spleen mod – inhibitors or activators of human alpha-glucosidase in spleen homogenate | AID 2112 | human spleen homogenate, 4-MU-alpha-glucoside fluorescence | 240,000 tested, 0.006% active | P10253 | Potency, µM (series often up to 79.9 µM), without a hit: top-dose activity change, negative = inhibition, usual class: inhibitors;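 further: 0% = enzyme with vehicle and -100% = no enzyme basal signal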
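AC50 values come from Hill-equation fits of concentration-response data, normalized to no-enzyme and full-activity controls. Enzyme source: 1 ug human spleen homogenate; 1 mM fluorogenic 4-MU glucoside, pH 5.0 citrate buffer, 37 C, 40 min.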
IMPase Li cell – membrane-permeable IMPase blocker, potentiated with lithium. Potency, µM (titrated, usually from 59.4 µM), for inactives: at the highest dose activity, negative = IMPase inhibition, actives largely listed as inhibitors. CHO-M1 cells, IP1 TR-FRET (IP-One), carbachol + lithium. 210,000 tested, 0.35% active. AID 1457;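 further: IP1 builds up when IMPase is blocked and the TR-FRET signal falls; plate controls were basal vehicle for no effect and high inhibitor control for full effect; nearly all actives have a fitted effect of over 50% in size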
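Steps: plate 2000 CHO-M1 cells per well and culture 16–30 h; add compound and lithium; incubate 30 min, 37C; add d2-IP1 tracer and Eu cryptate anti-IP1 antibody in lysis buffer; read after 10 min at room temperature.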
GoLoco inh red – blocks human Gai1 binding to RGS12 GoLoco peptide, red readout; P63096; Gai1:RGS12 GoLoco peptide FP, rhodamine, 10 min; Potency, µM (doses to about 61.6 µM), without a hit: top-dose activity, negative = inhibition, hits mostly inhibitors; 230,000 tested, 0.44% active; AID 880; active means well fitted inhibition curve with a large enough effect, not every such curve was filed as active; inactive means no such curve, though single readings can be large or run the other way; further: on the % scale 0 is the no-effect control and ±100 the full control effect; nearly all actives have a fitted effect of over 30% in size; many of its hits are not listed in these tables
Target sequence (P63096 whole entry, looked up): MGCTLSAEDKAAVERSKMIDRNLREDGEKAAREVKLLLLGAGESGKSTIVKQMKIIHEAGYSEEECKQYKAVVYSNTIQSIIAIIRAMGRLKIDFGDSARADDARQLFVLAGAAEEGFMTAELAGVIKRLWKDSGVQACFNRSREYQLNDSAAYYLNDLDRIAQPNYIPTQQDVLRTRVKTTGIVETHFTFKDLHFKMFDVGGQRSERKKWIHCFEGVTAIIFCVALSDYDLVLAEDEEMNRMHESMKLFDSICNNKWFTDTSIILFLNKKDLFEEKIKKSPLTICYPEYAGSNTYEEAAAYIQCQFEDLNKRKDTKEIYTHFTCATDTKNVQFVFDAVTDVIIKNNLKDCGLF
GAA inhib – inhibitors of human lysosomal alpha-glucosidase; Potency, µM (highest dose often 76.9 µM), inactives show at the highest dose activity change, negative = inhibition, actives largely listed as inhibitors; 200,000 tested, 0.005% active; AID 1466; P10253; purified human GAA, 4-MU-alpha-glucoside fluorescence;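 further: plate controls were uninhibited enzyme wells for no effect and no-enzyme background for full effect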
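Fluorogenic assay: 4 nM human alpha-glucosidase with 400 uM 4-methylumbelliferyl-alpha-D-pyranoside in 50 mM citrate/phosphate, 0.005% Tween-20, pH 5.0, 20 min at room temperature. Compounds tested up to 77 uM; AC50 from Hill fits.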
HTT cytoprotect – cytoprotection in Huntington HTT-Q103 PC12 cell model; PC12 HTT-Q103 induced, cytoprotection, ATP luminescence, 40 h; Potency, µM (series often up to 56.4 µM), for inactives: cytoprotection (ATP increase), actives largely listed as activators; 230,000 tested, 0.14% active;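 further: % of control where 0% means no effect; nearly all actives have a fitted effect of over 45% in size; toxic huntingtin expression switched on by the ecdysone agonist tebufenozide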
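Stable PC12 Q103-GFP cells in serum-supplemented, phenol red-free DMEM; induction by tebufenozide at 100 nM final; compound dose series; cell viability quantified luminescently from ATP.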
HttQ103 aggreg – mutant huntingtin aggregation inhibition; 220,000 tested, 1.1% active; Potency, µM (series often up to 46.1 µM), for the others: at the highest dose activity change, negative = inhibition, usual class: inhibitors; PC12 HttQ103-GFP aggregates, Acumen cytometry, 40 h; further: on the % scale 0 is the no-effect control and ±100 the full control effect; nearly all actives have a fitted effect of over 60% in size
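Read-out: GFP aggregate count by laser scanning cytometer (488 nm excitation, 500-530 nm emission, 1–25 µm objects >6 SD above background). Cells: PC12, inducible HTTex1-Q103-GFP, 100 nM tebufenozide; compounds titrated.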
* hit, by the source's call; ? = inconclusive; · = no result given; & = joins results of further samples; [ ] = remark or other dose. Unless noted, the call rests on the fitted dose curve; in most records, active means well fitted curve in the direction sought with a large enough effect; inconclusive means small, poorly fitted or top-dose-only effect, or another doubt; inactive means no such curve, though single readings can be large; an effect the other way counts as inactive or inconclusive. Potency means the concentration at half of the fitted maximal effect.

SMILES	GAA glycogen mod	aGlu spleen mod	IMPase Li cell	GoLoco inh red	GAA inhib	HTT cytoprotect	HttQ103 aggreg
COc1ccc(NCc2nnc(SCC(=O)Nc3cc(C(F)(F)F)ccc3Cl)o2)cc1	-10%	-12%	1%[38.3 µM]	3%	-8%	-28%	-24%
Cc1ccc(S(=O)(=O)c2c(N)n(C)c3nc4ccccc4nc23)cc1	-6%	29%	2%[38.3 µM]	2%	?	-1%	-32%
Cc1ccccc1NCc1nnc2n1CCCCC2	-3%	4%	8%	9%	6%	8%	2%
CC/C(=N\NC(=O)C1CC1)c1cccc(Cl)c1	6%	2%	5%	3%	0%	6%	-6%
O=C(NC(c1ccccc1)c1ccccc1)N1CCOCC1	-1%	2%	-3%	-7%	0%	22%	1%
COc1cc(/C=C/C(=O)CC(=O)/C=C/c2ccc(O)c(OC)c2)ccc1O	?	-5%&-1%&-14%&12%	7%&9%&8%	71%&72%&48%[activator]	5%[15.4 µM]	?	?
Cc1ccc(-c2noc(CCC(=O)Nc3ccccc3C)n2)cc1	4%	6%	-3%[38.3 µM]	3%	0%	20%[0.074 µM]	-1%
COc1ccc(CCNC2CCN(C)CC2)cc1OC	11%	4%	-14%[38.3 µM]	-6%	3%	9%[10 µM]	-1%
CCOc1ccc(-c2nc(N)ncc2-c2ccccc2)c(O)c1	-9%	3%	13%	6%	?	-18%[0.074 µM]	3%
CC(=O)NS(=O)(=O)c1ccc(NC(=O)/C=C/c2ccccc2)cc1	-1%	-13%	-5%	5%	0%	-3%	-7%
O=C(CN1C(=O)c2ccccc2S1(=O)=O)NCCSC1CCCCC1	3%	-8%	11%[38.3 µM]	11%	-6%	17%	6%
COc1ccccc1NC(=O)c1ccc(-n2cccn2)nc1	2%	-7%	7%[38.3 µM]	8%	-2%	-6%	-9%
COC(=O)CCCCC1SCC(NC(=O)c2ccccc2)C1=O (stereo not drawn)	?	2%	8%	4%	?	22%[10 µM]	-16%[9.22 µM]
Cc1ccc(N2C(=O)CS(=O)C(c3ccccc3)C2=O)cc1C (stereo not drawn)	-25%	-1%	6%	-2%	3%	-9%[10 µM]	31%
CCn1c2ccc(F)cc2c2nc3ccccc3nc21	8%	1%	6%	5%	·	-14%[10 µM]	1%[9.22 µM]
Cc1ccc(O)c(-c2cc(-c3ccccc3[N+](=O)[O-])[nH]n2)c1	-12%	-1%	5%	-4%	-2%	22%[10 µM]	22%
O=C(Cc1ccsc1)Nc1ccc(S(=O)(=O)C(F)F)cc1	-3%	0%	2%	15%	-1%	-31%[inhibitor]	-6%
Cc1cc(CN2CCCCC2)oc1C(=O)O	5%	-6%	28%[38.3 µM]	4%	-10%	-11%	20%
CCCNC(=O)Cn1nc(C(F)(F)F)cc1C	-5%	-7%	5%	18%	11%	22%[10 µM]	6%[9.22 µM]
CC(C)n1c(/N=C/c2c[nH]c3ccccc23)nc2ccccc21	-7%	-4%	10%[38.3 µM]	-6%	-10%	-15%	-10%

Results in HTT cytoprotect and GoLoco inh red, for 4 of the compounds above:
Compound	HTT cytoprotect	GoLoco inh red
CCn1c2ccc(F)cc2c2nc3ccccc3nc21	-14%[10 µM]	5%
Cc1ccc(O)c(-c2cc(-c3ccccc3[N+](=O)[O-])[nH]n2)c1	22%[10 µM]	-4%
O=C(Cc1ccsc1)Nc1ccc(S(=O)(=O)C(F)F)cc1	-31%[inhibitor]	15%
Cc1cc(CN2CCCCC2)oc1C(=O)O	-11%	4%

The list goes on.
SMILES	GAA glycogen mod	aGlu spleen mod	IMPase Li cell	GoLoco inh red	GAA inhib	HTT cytoprotect	HttQ103 aggreg
CSc1cccc(NC(N)=O)c1	8%	0%	·	5%	-2%[15.4 µM]	9%[10 µM]	8%[9.22 µM]
O=C(CCNS(=O)(=O)c1ccc2c(c1)CCC(=O)N2)NCc1cccnc1	6%	-2%	-14%[38.3 µM]	4%	6%	11%	-1%
COc1ccc(C(=O)N2CCC(C(=O)Nc3ccc4c(c3)OCCO4)CC2)cc1	1%	-4%	-1%[38.3 µM]	2%	-2%	-1%	0%
CCOc1ccc(NC(=O)CNC(=O)COc2ccccc2)cc1	16%	1%	·	·	-1%	0%[10 µM]	-9%
COc1cc(-c2n[nH]c(=S)n2-c2ccc(C)cc2)cc(OC)c1OC	?	8%	-7%	15%	10%	-27%[10 µM]	-9%[9.22 µM]
CCc1cc(C(=O)O)c(NC(=O)c2cc(OC)c(OC)c(OC)c2)s1	4%	0%	-4%	0%	?	-1%	23%
CC(=O)C1=C(C)NC(SCC(N)=O)=C(C#N)C1c1ccco1 (stereo not drawn)	12%	·	5%	6%	-3%	-10%	-4%
O=C(Nc1nc2c(s1)CCCC2)c1nn(Cc2ccccc2)c(=O)c2ccccc12	1%	3%	4%	45%[activator]	7%	3%[10 µM]	-1%
COc1cc(CNc2cccc(C(=O)O)c2)cc(Br)c1OCC(=O)NC(C)(C)C	-3%	4%	8%	-62%	4%	-5%[10 µM]	-14%
Cc1ccc(S(=O)(=O)Nc2ccc(NC(=O)c3cccnc3)cc2)cc1	5%	2%	14%	3%	-4%	-6%[10 µM]	-1%[9.22 µM]
CNC(=O)/C(C#N)=c1\s/c(=C/C(=O)OC)c(=O)n1-c1ccccc1	1%	-8%	-7%[38.3 µM]	66%[activator]	3%	-15%	-8%
COc1cc(OC)c(NS(=O)(=O)c2cc(C(=O)OC(C)C(=O)NC3CC3)c(Cl)cc2Cl)cc1Cl (stereo not drawn)	4%	-3%	3%	16%	-1%	-4%[0.074 µM]	16%
COCCn1c(=S)[nH]c2ncccc2c1=O	0%	-5%	13%[38.3 µM]	1%	-1%	1%	-14%
CS(=O)(=O)Nc1ccccc1C(=O)NC1CC2CCC1C2 (stereo not drawn)	0%	0%	10%[38.3 µM]	-2%	-9%	-11%	1%
Cc1ccc2nc(NC(=O)CSc3ncnc4c3oc3ccccc34)sc2c1	2%	-3%	?	15%	-10%	2%[10 µM]	1%
Cc1cc(CSC(=N)N)c(CSC(=N)N)cc1C	4%	-4%	·	8%	·	-19%[10 µM]	3%[9.22 µM]
COc1ccc(NC(=O)C2CC(=O)N(C)C(=Nc3ccc4c(c3)OCO4)S2)cc1 (stereo not drawn)	1%	-2%	·	·	-12%	7%	-6%
Cc1ccc(OCC(=O)Nc2cccc(S(=O)(=O)N3CCCCCC3)c2)c([N+](=O)[O-])n1	4%	-14%	3%	0%	3%	-25%	-18%
COc1cc(C(=O)Nc2cccc3ncccc23)cc(OC)c1OC	-25%	-2%	12%[38.3 µM]	-29%	?	-25%[0.074 µM]	-14%
Cc1ccc(C)c(O)c1	·	9%	-11%	6%	·	-8%	·
COc1ccccc1NC(=O)c1cc(C(=O)Nc2ccccc2OC)cc(N2C(=O)CCC2=O)c1	0%	1%	-6%	-1%	1%	-14%[10 µM]	?
Cc1nn(C(=O)c2cccnc2)c(C)c1C	3%	0%	-9%[38.3 µM]	-1%	2%	11%	14%
Cn1c(=O)c(C(=O)Nc2ccccn2)c(O)c2ccccc21	-5%	-4%	·	·	2%	-103%[inhibitor][10 µM]	?
O=C(CCCl)Nc1ccc(S(=O)(=O)NCc2ccco2)cc1	-3%	3%	·	4%	·	23%[10 µM]	-23%[9.22 µM]
Cc1c(C(=O)Nc2ccc(Br)cc2)cnn1C	0%	0%	-6%	8%	-2%	-22%[10 µM]	-24%
Cc1cccn2c(=O)c(/C=N/O)c(N3CCCCC3)nc12	0%	4%	4%[38.3 µM]	11%	3%	-6%	7%
C=CCNC(=S)/N=c1/ccccn1CCC	-23%	5%	·	-6%	·	-3%[10 µM]	-9%[9.22 µM]
Cc1cnc(CNc2nc(-c3cccnc3)nc3ccccc23)cn1	·	7%	-5%	-13%	·	-9%	·
C=CCNC(=O)c1ccccc1NC(=O)c1cccc2ccccc12	0%	1%	27%[38.3 µM]	1%	-7%	-2%	-3%
Cc1ccc(C)c(NC(=O)c2ccccc2NC(=O)C2CCCO2)c1 (stereo not drawn)	-11%	-18%	6%	9%	?	-10%	19%
CC(=O)Nc1cccc(Cn2cccn2)c1	1%	-8%	18%[38.3 µM]	6%	-19%	13%	-4%
CCOC(=O)C1=C(Cc2ccc(OC)cc2)C(=O)c2ccccc2C1=O	-13%	-5%	38%[activator][38.3 µM]	67%[activator]	0%	-26%	?
COc1ccc(Nc2nc(C)cc(=O)[nH]2)cc1	-9%	-3%	13%[38.3 µM]	5%	-7%	-4%	-1%
COc1ccc(C(=O)Nc2cccc(C)c2)cc1S(=O)(=O)N1CCOCC1	-5%	-1%	35%[activator][38.3 µM]	16%	2%	-11%	-3%
CCN(CC)C(=O)CSc1ncnc2c1cnn2-c1ccccc1	-4%	-6%	0%	2%	-10%	2%[10 µM]	2%
O=C(CCC(=O)c1ccccc1)NCc1ccccc1	5%	4%	·	1%	-1%	-13%[10 µM]	11%[9.22 µM]
CC(/C=N/Nc1ccc2nncn2n1)=C\c1ccccc1	-22%	7%	·	11%	·	42%[10 µM]	?
O=C(O)CC(CNS(=O)(=O)c1ccccc1)c1ccccc1 (stereo not drawn)	0%	-7%	16%[38.3 µM]	-1%	0%	-1%	-14%
NC(=O)CCn1nc(-c2ccccc2)c2ccccc2c1=O	6%	0%	2%[38.3 µM]	-1%	3%	3%	8%[9.22 µM]
Cc1ccc(/C=C(\C#N)c2nn(-c3ccccc3)c(N)c2C#N)cc1	4%	-12%	-3%	39%[activator]	-2%	1%[10 µM]	-8%
CC(=O)NC(=S)Nc1ccc(-c2nc3ccc(C)cc3s2)cc1	8%	0%	14µM*	11%	4%	-11%	12%
CCc1c(C)nc(N)n2c(SCC(=O)Nc3ccccc3)nnc12	-2%	-5%	-9%[38.3 µM]	9%	1%	-25%	-8%
Cc1nnc(SCC(=O)Nn2cnnc2)s1	-3%	6%	8%[38.3 µM]	7%	-3%	-1%	11%
COc1cc(C(=O)NC(=S)Nc2ccc([N+](=O)[O-])cc2)cc(OC)c1OC	-1%	11%	4%	2%	2%	-7%[10 µM]	10%
CCOC(=O)C1CCCN(Cc2nc(C3CC3)no2)C1 (stereo not drawn)	-1%	1%	·	3%	·	-1%[10 µM]	-17%[9.22 µM]
CC1=CC(C)C(C(=O)O)C(C(=O)N2CCN(C)CC2)C1 (stereo not drawn)	5%	-6%	-3%	-6%	13%	16%[10 µM]	14%[9.22 µM]
Cc1nnc(SCc2ccccc2)nc1/C=C/NOCc1ccc(Cl)cc1Cl	3%	7%	33%[activator][38.3 µM]	15%	-6%	-5%	-11%

Some of the compounds tested. The share of hits here may be higher or lower than overall.
